Source: PubChem BioAssay
XIAP antagonists: XIAP antagonists, biochemical, IAP family, fluorescence polarization (AID 1018). actives 0.007% (n = 200,000). displacement, % at 20 µM; hits with a dose series show IC50 in µM. E3 ubiquitin-protein ligase XIAP (Homo sapiens). XIAP BIR domain, fluorescence polarization peptide displacement; higher % means a stronger effect; in the data active = displacement above about 50%; note: a part of the inactive calls stands beside numbers as strong as those of hits
PMI inhibition: human PMI inhibitors, high substrate, primary screen, biochemical, fluorescence intensity, high mannose 6-phosphate (AID 1220); recombinant PMI enzyme, coupled fluorescence intensity; higher % means a stronger effect; one-dose inhibition, % at 20 µM; IC50 in µM for titrated hits; actives 0.66% (n = 190,000)
TNAP activators: human TNAP enzyme activators, primary screen, biochemical, luminescent, no phosphate acceptor, uHTS (AID 1001); actives 0.03% (n = 200,000); purified TNAP, luminescent activation assay, no phosphate acceptor; higher activation fold means a stronger effect; one-dose activation fold at 20 µM; EC50 in µM for titrated hits; Alkaline phosphatase, tissue-nonspecific isozyme (Homo sapiens); in the data active = activation fold from about 3, or a potency from the dose series; inactive = the rest, 99 in 100 with activation fold below about 1.6; note: many of its hits are not listed in these tables
KOR beta-arrestin-1: KOR agonists, beta-arrestin recruitment, primary screen, cell-based, luminescence, uHTS (AID 1777); Kappa-type opioid receptor (Homo sapiens); KOR beta-arrestin recruitment, luminescence; higher % means a stronger effect; activation, % at 10 µM, or EC50 in µM where a hit was titrated; actives 0.02% (n = 280,000); in the data active = activation above about 50%, passing the limit was not always enough; note: a part of the inactive calls stands beside numbers as strong as those of hits
HEK293 NOD2/NF-kB: NOD2 signaling inhibitors, cell-based, luminescence, uHTS, HEK293 (AID 1566). HEK293 NOD2/NF-kB luciferase reporter, luminescence; higher % means a stronger effect. inhibition, % at 4 µM; hits with a dose series show EC50 in µM. actives 0.63% (n = 290,000); note: many of its hits are not listed in these tables
NOD1 NF-kB reporter: NOD1 signaling inhibitors, primary screen, cell-based, luminescence, uHTS (AID 1578); NOD1-driven NF-kB luciferase reporter cells, luminescence; higher % means a stronger effect; one-dose inhibition, % at 4 µM; EC50 in µM for titrated hits; actives 1% (n = 290,000); in the data active = inhibition mostly above about 36%, no sharp cut-off; inactive = mostly below about 34%;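 note: HEK-293T reporter cells stimulated with the NOD1 agonist gamma-tri-DAP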
KOR beta-arrestin-2: KOR antagonists, beta-arrestin recruitment, cell-based, luminescence, uHTS (AID 1778); KOR beta-arrestin recruitment, luminescence, antagonist mode; higher % means a stronger effect; Kappa-type opioid receptor (Homo sapiens); actives 0.091% (n = 290,000); inhibition, % at 10 µM; hits with a dose series show IC50 in µM; note: strong numbers were not always called active
PMI inhibitors: inhibitors of human PMI, primary screen, biochemical, fluorescence intensity, coupled assay (AID 1209); Mannose-6-phosphate isomerase (Homo sapiens); purified PMI enzyme, coupled fluorescence intensity; higher % means a stronger effect; one-dose inhibition, % at 20 µM; IC50 in µM for titrated hits; actives 0.42% (n = 190,000);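 note: plate controls were DMSO vehicle for no effect and wells lacking substrate for full effect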
LYP phosphatase: inhibitors of LYP phosphatase, biochemical, fluorescence intensity, uHTS (AID 1779); recombinant LYP phosphatase, fluorescence intensity; higher % means a stronger effect; inhibition, % at 11.5 µM, or IC50 in µM where a hit was titrated; actives 0.054% (n = 290,000);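 note: plate controls were vehicle with enzyme for no effect and no enzyme for full effect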
Starred values were filed as active, the others as inactive; · = not tested or not shown; [ ] = another dose, or the depositor's remark. Cut-off read from the data, not from the text of the source, unless noted: active = inhibition above about 50%; inactive = the rest. An excerpt (hit frequency here may not be typical).

item	canonical_smiles	XIAP antagonists	PMI inhibition	TNAP activators	KOR beta-arrestin-1	HEK293 NOD2/NF-kB
1	COC(=O)c1c(NC(=O)C2CC2)sc2c1CCN(C(C)=O)C2	-4.6%	-7.4%	1	0.6%	-10.1%
2	CC(Cn1cncn1)C(=O)N1CCN(S(=O)(=O)c2ccc(Cl)cc2)CC1 (configuration not stated)	·	·	·	-3.1%	20.7%
3	O=C(NCc1ccncc1)c1ccc(Cl)c(S(=O)(=O)N2CCCCC2)c1	-4.9%	3.4%	1.2	1.2%	24.2%
4	O=C(O)c1cc(-c2ccc(N3CCOCC3)cc2)nn1-c1ccccc1Cl	-4.3%	7.2%	1.1	-3.7%	3.2%
5	COc1cc(CC(=O)Nc2ccc(Cl)c(C(F)(F)F)c2)cc(OC)c1OC	-6.3%	21.0%	1.1	1.8%	7.2%
6	CCOc1ccc(CN(C)CC(=O)Nc2cccc3ccccc23)cc1OC	-2.1%	-0.1%	1.1	0.0%	-3.1%
7	CS(=O)(=O)c1ccc2nc(NC(=O)Nc3ccccc3F)sc2c1	·	·	·	3.3%	-102.6%
8	CC(=O)Nc1ccc(CN2CCC(CO)(CCOc3ccccc3)CC2)cc1	-0.2%	-11.6%	1.1	-4.2%	5.7%
9	CSCC(C)N1CCC(N2CCC(C(=O)NCc3ccccn3)CC2)CC1 (configuration not stated)	·	·	·	2.4%	1.3%
10	COc1ccc2c(c1)c(C(=O)N1CCN(C)CC1)c(C)n2-c1ccccc1	-1.3%	-1.9%	1.1	0.8%	1.3%
11	NC(=O)C1CCCc2c1n(Cc1ccccc1)c1ccccc21 (configuration not stated)	·	·	·	5.2%	-3.5%
12	N#Cc1cnn(-c2ncnc3sc(-c4ccccc4)cc23)c1N	-10.8%	5.8%	1.1	18.6%	-3.2%
13	COc1ccccc1CNC(=O)c1ccc(CNc2c(N3CCCC3)c(=O)c2=O)cc1	-1.9%	4.6%	1.1	-2.7%	-10.1%
14	NC1=NC[C@@H](Cc2ccc(O)cc2)N1CCc1cc(C(F)(F)F)cc(C(F)(F)F)c1	·	·	·	-0.1%	16.5%
15	Cc1cc2ncc(-c3ccc(Cl)cc3)cn2n1	-6.7%	0.6%	1.1	-7.1%	-65.5%

item	NOD1 NF-kB reporter	KOR beta-arrestin-2	PMI inhibitors	LYP phosphatase
1	29.2%	-58.5%	0.7%	-1.6%
2	0.9%	-53.1%	·	-7.9%
3	-44.3%	-13.7%	6.5%	5.4%
4	-35.6%	16.0%	-4.1%	-2.1%
5	-17.0%	-3.7%	17.2%	-4.3%
6	-32.5%	10.0%	-0.8%	-2.5%
7	-3.5%	-36.4%[20 µM]	·	-6.5%
8	-12.2%	-2.4%	6.7%	-5.6%
9	-21.8%	-13.5%	·	-4.4%
10	-7.9%	-43.1%	7.4%	-5.9%
11	-12.8%	-27.7%	·	-4.7%
12	-19.9%	-10.7%	7.8%	1.0%
13	-5.5%	-11.6%	3.7%	-5.1%
14	10.2%	23.5%	·	-15.2%
15	-34.7%	24.5%	0.5%	-6.0%

The closing two records of the part above come first, to join the parts:
item	canonical_smiles	XIAP antagonists	PMI inhibition	TNAP activators	KOR beta-arrestin-1	HEK293 NOD2/NF-kB
14	NC1=NC[C@@H](Cc2ccc(O)cc2)N1CCc1cc(C(F)(F)F)cc(C(F)(F)F)c1	·	·	·	-0.1%	16.5%
15	Cc1cc2ncc(-c3ccc(Cl)cc3)cn2n1	-6.7%	0.6%	1.1	-7.1%	-65.5%
16	O=C(Nc1c(F)cccc1F)c1ccc2c(c1)CCN2S(=O)(=O)c1ccccc1	·	·	·	-2.9%	20.0%
17	CC1(C)[N+]([O-])=C2C(=[N+]([O-])C1(C)C)c1ccccc1/C2=N\O	-1.4%	5.3%	1	17.5%	-1.6%
18	Cc1ccc(CNC(=O)C(NS(=O)(=O)c2cccs2)C(C)C)cc1 (configuration not stated)	-10.9%	2.0%	0.9	-1.6%	7.9%
19	CCN(CC)CCCN1C(=O)c2oc3ccccc3c(=O)c2C1c1cccnc1 (configuration not stated)	-3.7%	6.1%	1.1	-8.5%	8.4%
20	O=C(c1cc(-c2ccc(Cl)cc2)on1)N1CCN(c2ccccc2)CC1	·	·	·	-0.2%	-46.3%
21	COc1cc(S(=O)(=O)N2CCOCC2)ccc1NC(=O)CSc1n[nH]c(=O)[nH]c1=O	-4.2%	-10.0%	1	-0.3%	4.1%
22	COc1cccc(C(C)NC(=O)Cc2cccs2)c1 (configuration not stated)	·	·	·	0.8%	0.2%
23	Cc1ccc(N=c2ssnc2Cl)cc1	-5.8%	49.8%	1.3	0.4%	-6.0%
24	CN(C)[C@H]1N(C(=O)c2ccc(Br)cc2)N=C2c3ccccc3S(=O)(=O)N21	0.0%	0.4%	1.1	-4.2%	16.6%
25	CCOC(=O)c1ccc2[nH]cc(C(C)=O)c(=O)c2c1	-10.3%	12.1%	1	1.7%	14.5%
26	Cn1cc(CCC(=O)NCc2cccc(Cl)c2)c2ccccc21	·	·	·	9.4%	-30.9%
27	NC(=O)COc1ccccc1C(=O)NC12CC3CC(CC(C3)C1)C2	·	·	·	-4.3%	8.5%
28	C=C(C)C1CC=C(C)/C(=N\NC(=O)CNc2cccc3ccccc23)C1 (configuration not stated)	83.2%	26.7%	1.1	-3.1%	2.6%
29	COc1ccccc1NC(=O)Nc1ccccc1C(N)=O	-5.7%	-9.1%	1.1	-0.4%	-17.2%
30	O=C(CSc1n[nH]c(-c2ccncc2)n1)Nc1ccc(F)cc1	·	·	·	1.5%	4.4%

item	NOD1 NF-kB reporter	KOR beta-arrestin-2	PMI inhibitors	LYP phosphatase
14	10.2%	23.5%	·	-15.2%
15	-34.7%	24.5%	0.5%	-6.0%
16	-22.6%	-26.2%	·	-8.4%
17	-25.9%	-17.1%	3.5%	-11.9%
18	-2.4%	21.5%	0.6%	-3.7%
19	-16.7%	-17.3%	-3.1%	-1.5%
20	-38.8%	-13.1%	·	-6.2%
21	-22.7%	-6.3%	-11.4%	-2.2%
22	-6.5%	-13.5%	·	-11.3%
23	-22.7%	-4.5%	75.1%*	8.4%
24	-7.5%	21.1%	-0.9%	-5.1%
25	-28.9%	12.7%	-3.0%	0.1%
26	1.6%	10.5%	·	-1.7%
27	-9.2%	4.8%	·	-6.8%
28	-19.3%	-23.1%	22.9%	-1.8%
29	-35.2%	-18.0%	-2.5%	6.4%
30	-36.0%	-33.3%	·	-6.6%

Next records follow.
item	canonical_smiles	XIAP antagonists	PMI inhibition	TNAP activators	KOR beta-arrestin-1	HEK293 NOD2/NF-kB
31	CCc1c(C)nc2ncnn2c1NC1CCCc2ccccc21 (configuration not stated)	-3.8%	14.4%	1	-1.5%	18.8%
32	CC1CCCN(C(=S)Nc2ccc(S(=O)(=O)N3CCCCC3)cc2)C1 (configuration not stated)	·	·	·	-0.4%	2.6%
33	CCOC(=O)C1CCN(C(=O)COC(=O)CNC(=O)c2ccc(OC)cc2)CC1	-7.0%	0.2%	1.2	-3.4%	3.7%
34	CCN(CC)S(=O)(=O)c1ccc(NC(=O)CCNC(=O)c2ccco2)cc1	·	·	·	0.9%	12.4%
35	C/C(=N\NC(=O)c1ccco1)c1ccc(NC(=O)C(F)(F)F)cc1	·	·	·	-2.6%	-4.9%
36	Cc1cccc(Nc2c([N+](=O)[O-])ccc3nonc23)c1	·	·	·	0.8%	-11.8%
37	COc1ccc(N2CC(O)=C(c3nc(-c4ccc(F)cc4)cs3)C2=N)cc1	-6.3%	0.1%	1.1	1.3%	21.0%
38	Cc1ccc(-c2nc3ccsc3c(=O)[nH]2)cc1	-4.8%	-4.0%	1.2	-4.3%	-74.0%
39	O=C(NCC1CCCC(CNC(=O)Nc2ccc(Cl)cn2)C1)Nc1ccc(Cl)cn1 (configuration not stated)	·	·	·	-2.7%	0.9%
40	CC(C)C(c1nnnn1C1CCCC1)N1CCN(C(=O)c2ccco2)CC1 (configuration not stated)	-1.0%	2.5%	1.1	-5.6%	12.4%
41	CCCCCCn1c(Br)nc2c1c(=O)n(C)c(=O)n2C	-7.1%	1.0%	1.1	·	6.8%
42	COc1ccccc1-n1c(CNC(=O)c2ccccc2)nnc1SCC(=O)Nc1nnc(C)s1	-12.6%	1.2%	1.1	-1.8%	1.3%
43	Cc1ccc(NC2CCCN(C(=O)CCC3(C)CC3)C2)cc1C (configuration not stated)	·	·	·	2.2%	4.2%
44	CCC(C)NS(=O)(=O)c1cccs1 (configuration not stated)	-0.3%	18.6%	1.1	-4.1%	5.5%
45	CCOC(=O)NC(=S)c1ccc[nH]1	-5.4%	0.0%	1.1	1.9%	18.8%

item	NOD1 NF-kB reporter	KOR beta-arrestin-2	PMI inhibitors	LYP phosphatase
31	38.4%	13.4%	15.0%	-3.4%
32	18.3%	-11.9%	·	-5.9%
33	-34.1%	-29.0%	3.3%	-1.1%
34	-32.2%	-9.4%	·	-3.8%
35	-32.6%	-3.6%	·	-10.5%
36	-4.4%	5.5%	·	-4.1%
37	-32.1%	-25.2%	-3.0%	-0.1%
38	-24.6%	30.6%	-10.4%	1.6%
39	-21.4%	-43.8%	·	9.2%
40	-4.4%	27.5%	6.2%	-8.4%
41	-5.0%	-31.5%[20 µM]	7.1%	-3.5%
42	-10.3%	2.5%	-1.6%	2.5%
43	2.8%	25.4%	·	-5.5%
44	-4.5%	40.5%	20.1%	-5.3%
45	7.1%	20.3%	2.8%	-11.9%

Next section
item	canonical_smiles	XIAP antagonists	PMI inhibition	TNAP activators	KOR beta-arrestin-1	HEK293 NOD2/NF-kB
46	O=C(O)c1ccc(N2C(=O)c3cccnc3C2=O)cc1	-1.9%	-6.6%	1	-0.5%	7.0%
47	CC1(OC(=O)C2CCCC2)C(=O)C=C2C=C(c3ccsc3)N(C3CCCCC3)C=C2C1=O (configuration not stated)	·	·	·	3.0%	16.0%
48	Cc1ccc(Cl)cc1NC(=O)C(Cc1ccccc1)N1C(=O)C2C3CCC(C3)C2C1=O (configuration not stated)	-2.1%	5.2%	1.2	1.8%	-10.7%
49	O=C(Nc1ccc2ccccc2c1)c1ccc(NS(=O)(=O)c2ccc(Br)s2)cc1	-4.1%	1.6%	1.1	3.9%	-12.1%
50	O=C(C1CCN(S(=O)(=O)c2cccs2)CC1)N1CCCCCC1	36.4%	-10.5%	1.1	5.8%	-16.7%
51	COc1ccc(C(=O)N2CCCCC2C(=O)Nc2ccc(-n3nc(C)cc3C)cc2)o1 (configuration not stated)	·	·	·	-2.4%	23.1%
52	COc1cc(NS(=O)(=O)c2ccc(NC(=O)CN3C(=O)c4ccccc4C3=O)cc2)ncn1	-9.8%	-7.3%	1	-0.5%	-17.6%
53	CC(=O)N(CCc1cccc(C)c1)Cc1cc2cc(C)ccc2[nH]c1=O	·	·	·	10.2%	10.4%

item	NOD1 NF-kB reporter	KOR beta-arrestin-2	PMI inhibitors	LYP phosphatase
46	-28.0%	24.4%	-3.7%	-6.8%
47	2.2%	24.9%	·	-7.7%
48	-7.8%	27.8%	9.5%	-6.2%
49	5.1%	-39.7%	9.4%	-1.2%
50	0.3%	-79.3%	-4.5%	-13.0%
51	2.4%	7.8%	·	-7.4%
52	-22.9%	2.4%	-13.3%	1.2%
53	-1.2%	-82.7%[20 µM]	·	-11.1%

Screen by screen, quoted from above.
KOR beta-arrestin-1 for nos. 47–52 → 3.0%, 1.8%, 3.9%, 5.8%, -2.4%, -0.5%
PMI inhibitors for nos. 47–52 → ·, 9.5%, 9.4%, -4.5%, ·, -13.3%
